TGFb SMAD3 inh = TGF-b pathway inhibition; HepG2 CAGA-GFP TGF-b/SMAD3 reporter, GFP fluorescence, 18 h; TGF-beta stimulated, 500 pg/mL final; Potency, µM (doses to about 46.1 µM), for the others: at the top dose activity, negative = inhibition, hits mostly inhibitors; 410,000 compounds, 1.2% hits; also: potency is read from the fitted curve at half-maximal effect; % is scaled to controls: 0 for no effect and ±100 for the full control effect; nearly all actives have a fitted effect of over 65% in size
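Per well, imaged GFP fluorescence of HEPG2 CAGA-GFP cells gives the signal; cells get compound, then TGF-beta (500 pg/mL final), 18 h at 37 degrees C; %Activity versus -TGF-beta and +DMSO controls.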
HepG2 viability = kills HepG2 cells in TGF-b inhibitor counter-screen. AID 588856. HepG2 CAGA-GFP viability, ATP luminescence, 18 h. 410,000 compounds, 0.76% hits. Potency, µM (highest dose often 46.1 µM), for the others: at the top dose activity change, negative = cytotoxicity, hits mostly cytotoxic; also: potency is read from the fitted curve at half-maximal effect; some results filed as inactive show a strong effect at the top dose
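HepG2 CAGA-GFP cells (1000/well, DMEM with 1% FBS) received compound, then TGF-beta at 500 pg/mL final, and were incubated 18 hours at 37 degrees C. Viability was read by CellTiter-Glo luminescence. Media-only wells were set as complete cell-killing and DMSO as no toxicity.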
ATXN viability = cell viability loss in ATXN counter-screen | Potency, µM (series often up to 56.7 µM), usual class: cytotoxic | S2 cells (HEK-293 line with an ATXN2-luciferase reporter) viability, CellTiter-Fluor protease fluorescence, 24 h | 400,000 compounds, 0.49% hits; also: potency is read from the fitted curve at half-maximal effect; nearly all actives have a fitted effect of over 40% in size
A549 tox = kills or reduces viability of A549 cells in Nrf2 counter-screen; A549 ARE-Fluc cells, CellTiter-Fluor viability, 18-24 h; Potency, µM (titrated, usually from 46 µM), for inactives: at the highest dose activity change, negative = cytotoxicity, hits mostly inhibitors; 390,000 compounds, 0.16% hits; AID 504648; also: potency is read from the fitted curve at half-maximal effect; % is scaled to controls: 0 for no effect and ±100 for the full control effect
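A549 ARE_Fluc cells in 5% FBS OPTI-MEM were exposed to compounds in concentration-response for 18-24 h at 37 deg C. Viability was read by CellTiter-Fluor fluorescence (Ex 405/Em 525) after 30 min, before the luciferase read.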
IL2 activator = activators of IL-2. IL-2 activation reporter assay, cell-based qHTS; stimulated with anti-CD3/CD4/CD28 beads; in transgenic mouse T cells. activation, % (series mostly up to about 46 µM). 360,000 compounds, 0.065% hits; in the data active = activation above about 50%; inconclusive = mostly about 30% to 49%; also: 0% is about no effect
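Unstimulated transgenic mouse T cells, 750 per well, received compound and, after 60 minutes, anti-CD3/anti-CD4 bead plus anti-CD28 stimulation. EGFP and DsRed were quantified after 18 hours.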
EPAC2 agonist = agonists of human EPAC2 (RAPGEF4); Q8WZA2; EPAC2 activation, biochemical qHTS; response scale: 100% = 6.5 mM cAMP response; Potency, µM (highest dose often 154 µM), for the others: at the highest dose activation, usual class: activators; 360,000 compounds, 0.079% hits; AID 720711; also: potency is read from the fitted curve at half-maximal effect; nearly all actives have a fitted effect of over 50% in size
Target sequence (Q8WZA2 whole entry, looked up): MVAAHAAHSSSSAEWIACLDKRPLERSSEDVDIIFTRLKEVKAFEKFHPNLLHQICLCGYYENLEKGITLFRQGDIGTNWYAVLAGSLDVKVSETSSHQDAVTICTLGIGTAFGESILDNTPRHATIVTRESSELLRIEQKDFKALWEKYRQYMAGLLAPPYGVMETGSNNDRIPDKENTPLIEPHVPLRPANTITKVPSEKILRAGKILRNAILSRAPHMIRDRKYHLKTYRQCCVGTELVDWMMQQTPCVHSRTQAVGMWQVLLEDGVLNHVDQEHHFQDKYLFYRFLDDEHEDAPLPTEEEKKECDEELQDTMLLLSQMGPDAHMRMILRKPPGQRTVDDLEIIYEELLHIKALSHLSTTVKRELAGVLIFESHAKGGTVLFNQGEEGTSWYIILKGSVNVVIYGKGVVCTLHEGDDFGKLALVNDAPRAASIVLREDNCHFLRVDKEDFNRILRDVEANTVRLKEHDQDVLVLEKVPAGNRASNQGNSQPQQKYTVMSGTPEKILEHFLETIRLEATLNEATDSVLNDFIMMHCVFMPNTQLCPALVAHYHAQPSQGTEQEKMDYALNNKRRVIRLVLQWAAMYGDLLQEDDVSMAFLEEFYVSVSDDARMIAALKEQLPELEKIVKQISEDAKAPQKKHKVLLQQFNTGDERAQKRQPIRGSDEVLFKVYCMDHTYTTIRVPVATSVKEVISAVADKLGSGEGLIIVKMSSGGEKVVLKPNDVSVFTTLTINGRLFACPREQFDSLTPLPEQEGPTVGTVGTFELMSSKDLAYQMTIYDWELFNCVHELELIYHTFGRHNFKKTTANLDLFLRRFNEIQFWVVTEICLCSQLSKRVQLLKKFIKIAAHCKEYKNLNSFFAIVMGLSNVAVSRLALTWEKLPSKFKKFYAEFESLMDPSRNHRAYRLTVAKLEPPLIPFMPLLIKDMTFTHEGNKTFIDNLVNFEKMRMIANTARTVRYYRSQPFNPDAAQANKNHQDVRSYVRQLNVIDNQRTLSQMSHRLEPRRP
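qHTS, titration series. 100 nM EPAC2 / 250 nM Rap1B-BODIPY-GDP / 50 uM GDP; RT; ex 480/em 540 nm, 5-min reads to 30 min. Norm. to 6.5 mM cAMP = activation.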
ATXN2 expr inh = ATXN2 expression inhibition; HEK-293 ATXN2-luciferase reporter, luminescence, 24 h; Potency, µM (doses to about 57 µM), for inactives: at the highest dose activity change, negative = inhibition, usual class: inhibitors; 360,000 compounds, 0.72% hits; also: potency is read from the fitted curve at half-maximal effect; % is scaled to controls: 0 for no effect and ±100 for the full control effect; nearly all actives have a fitted effect of over 55% in size
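qHTS (up to 57 uM final) was run with 24 h compound exposure of reporter cells at 37 °C. Each well was multiplexed: SteadyGlo luminescence measured ATXN2-luciferase expression after a fluorogenic Gly-Phe-AFC viability readout (25 uM final).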
Nrf2 activator = Nrf2 pathway activation; AREc32 ARE-luciferase reporter (MCF7-derived line), luminescence, 24 h; Potency, µM (highest dose often 46.1 µM), without a hit: at the top dose activation, actives largely listed as activators; 410,000 compounds, 0.31% hits; AID 624171; also: potency is read from the fitted curve at half-maximal effect; % of control where 0% means no effect; nearly all actives have a fitted effect of over 65% in size
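Quantitative high-throughput format: AREc32 reporter cells, 1000 per well, received compound by pin transfer and were incubated 24 hr at 37 deg C, 5% CO2, before Steady-Glo luminescence detection.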
Nrf2 block = Nrf2 pathway inhibition; A549 ARE-Fluc reporter, luciferase luminescence, 18-24 h; Potency, µM (titrated, usually from 46 µM), for inactives: at the top dose activity change, negative = inhibition, most hits filed as inhibitors; 360,000 compounds, 2.1% hits; AID 504444; also: potency is read from the fitted curve at half-maximal effect; % is scaled to controls: 0 for no effect and ±100 for the full control effect; nearly all actives have a fitted effect of over 60% in size
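In this cell-based qHTS, ARE-driven firefly luciferase in A549 cells reports Nrf2 activity; the luminescent signal after BugLite lysis is the measured value, with a prior CellTiter-Fluor read for cell health.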
Numbers without * were called inactive; & = joins results of further samples; [ ] = another dose, or the depositor's remark. Unless noted, calls follow the shape of the dose curve; as a rule, active = well fitted curve in the direction sought with a large enough effect; inconclusive = small, poorly fitted or top-dose-only effect, or another doubt; inactive = no such curve, though single readings can be large; an effect the other way counts as inactive or inconclusive. The order is random; overall some 4.3% were active at least once.

For CCN1C(=O)C(CC(=O)Nc2ccccc2Cl)N(NC(=O)c2cccc(F)c2)C1=S (stereo not drawn) the results were TGFb SMAD3 inh -10%, HepG2 viability -11%, ATXN viability inactive, A549 tox 6%, IL2 activator -4.3, EPAC2 agonist 5%, ATXN2 expr inh -5%, Nrf2 activator -0.4% and Nrf2 block -12%.
OCC[C@H]1C[C@H](O)[C@@H](O)[C@@]2(Cc3ccccc3O2)O1 was read as TGFb SMAD3 inh -12%, HepG2 viability -5%, ATXN viability inactive, A549 tox -5%, IL2 activator -1.2, EPAC2 agonist 8%, ATXN2 expr inh 12%, Nrf2 activator 0.2% and Nrf2 block -15%.
`Cc1ccc(N2C(=O)CC(Cc3cccc(C)c3)C2=O)cc1` (stereo not drawn) gave TGFb SMAD3 inh 9%, HepG2 viability 5%, ATXN viability inactive, A549 tox -4%, IL2 activator -0.5, EPAC2 agonist 4%, ATXN2 expr inh 28%, Nrf2 activator 0.3% and Nrf2 block 2%.
For O=C(O)c1ccccc1SC1CC(=O)N(c2cccc3ccccc23)C1=O (stereo not drawn) the results were TGFb SMAD3 inh 1%, HepG2 viability 35%, ATXN viability inactive, A549 tox 3%, IL2 activator -2.8, EPAC2 agonist -7%, ATXN2 expr inh -2%, Nrf2 activator 4.2% and Nrf2 block 2%.
`O=C(Nc1ccccc1NC(=O)c1c(F)c(F)c(F)c(F)c1F)c1c(F)c(F)c(F)c(F)c1F` gave TGFb SMAD3 inh -11%, HepG2 viability -24%, ATXN viability inconclusive, A549 tox -8%, IL2 activator -1.8, EPAC2 agonist -6%, ATXN2 expr inh -28%, Nrf2 activator inconclusive and Nrf2 block -5%.
COc1ccc(Br)cc1S(=O)(=O)n1ccnc1 was read as TGFb SMAD3 inh 0%, HepG2 viability -6%, ATXN viability inactive, A549 tox 7%, IL2 activator -2.7, EPAC2 agonist 8%, Nrf2 activator 0.7% and Nrf2 block -13%.
Screening Clc1cccc(OCCCCN2CCCCC2)c1 returned TGFb SMAD3 inh -3%, HepG2 viability 10%, ATXN viability inactive, A549 tox 10%, IL2 activator -1.1, EPAC2 agonist 0%, Nrf2 activator 0.2% and Nrf2 block 1%.
Screening COc1cc(/C=C2/C(=N)N3C=CSC3=NC2=O)ccc1OCCCOc1cc(C)ccc1C returned TGFb SMAD3 inh -14%, HepG2 viability -43%, ATXN viability inconclusive, A549 tox 1%, IL2 activator -0.6, EPAC2 agonist -4%, ATXN2 expr inh inconclusive, Nrf2 activator 4.4% and Nrf2 block 5%.
For CC(C)CC1Nc2ccc(C(=O)NCCCN3CCOCC3)cc2NC1=O (stereo not drawn) the results were TGFb SMAD3 inh 2%, HepG2 viability -1%, ATXN viability inactive, A549 tox 0%, IL2 activator 0.6, EPAC2 agonist 14%, ATXN2 expr inh 8%, Nrf2 activator -0.6% and Nrf2 block -2%.
`COc1cccc(NC(=O)[C@H](Cc2c[nH]c3ccccc23)NC(=O)[C@@H]2Cc3ccccc3CN2)c1` gave TGFb SMAD3 inh -10%, HepG2 viability -30%, ATXN viability inconclusive, A549 tox 0%, IL2 activator 0.0, EPAC2 agonist 6%, ATXN2 expr inh 20%, Nrf2 activator -0.4% and Nrf2 block inconclusive.
Screening O=C(COC(=O)c1cc(S(=O)(=O)Nc2ccccc2Cl)ccc1O)Nc1ccc(F)c(F)c1F returned TGFb SMAD3 inh -2%, HepG2 viability 11%, ATXN viability inactive, A549 tox -2%, IL2 activator -0.1, EPAC2 agonist -5%, ATXN2 expr inh -6%, Nrf2 activator 0.2% and Nrf2 block 3%.
O=C(Nc1cccc2ccccc12)c1ccccc1Cl was read as TGFb SMAD3 inh -6%, HepG2 viability -15%, ATXN viability inactive, A549 tox 6%, IL2 activator 0.2, EPAC2 agonist 8%, Nrf2 activator inconclusive and Nrf2 block 22%.
Screening COc1ccc(NC(=O)CCCNC(=O)Cn2cnc3sc(C)c(C)c3c2=O)c(OC)c1 returned TGFb SMAD3 inh 4%, HepG2 viability 1%, ATXN viability inactive, A549 tox -2%, IL2 activator -2.2, EPAC2 agonist 2%, ATXN2 expr inh -4%, Nrf2 activator -0.2% and Nrf2 block -8%.
CN(C)S(=O)(=O)c1cc(NC(=O)CN2CCNC(=O)C2)ccc1Cl was read as TGFb SMAD3 inh -10%, HepG2 viability -14%, ATXN viability inactive, A549 tox 12%, IL2 activator -0.1, EPAC2 agonist -4%, ATXN2 expr inh -18%, Nrf2 activator 0.1% and Nrf2 block -2%.
Screening COc1ccc(Nc2cc(C(=O)N3CCc4ccccc4C3)c3ccccc3n2)c(OC)c1 returned TGFb SMAD3 inh -25%, HepG2 viability -30%, ATXN viability inactive, A549 tox -18%, IL2 activator -0.7, EPAC2 agonist 9%, ATXN2 expr inh inconclusive, Nrf2 activator 0.4% and Nrf2 block inconclusive.
CC(=O)Nc1ccc(S(=O)(=O)N2CCN(C(=O)c3ccco3)CC2)cc1 was read as TGFb SMAD3 inh -2%, HepG2 viability -3%, ATXN viability inactive, A549 tox -2%, IL2 activator -1.6, EPAC2 agonist 2%, ATXN2 expr inh 30%, Nrf2 activator 0.1% and Nrf2 block 1%.
Screening O=C(CSC1=NCCS1)NCc1ccco1 returned TGFb SMAD3 inh 9%, HepG2 viability 0%, ATXN viability inactive, A549 tox -1%, IL2 activator -1.3, EPAC2 agonist 1%, ATXN2 expr inh 1%, Nrf2 activator 4.0% and Nrf2 block -3%.
Cc1cnc(C(=O)NCCc2ccc(Cl)cc2)cn1 was read as TGFb SMAD3 inh -4%, HepG2 viability -6%, ATXN viability inactive, A549 tox 7%, IL2 activator -1.5, EPAC2 agonist 6%, ATXN2 expr inh 15%, Nrf2 activator 0.3% and Nrf2 block 14%.
Screening CC1(C)O[C@H]2[C@@H](O1)[C@@H](C(=O)Nc1ccccc1C(F)(F)F)O[C@@H]1OC(C)(C)O[C@@H]12 returned TGFb SMAD3 inh -16%, HepG2 viability 0%, ATXN viability inactive, A549 tox 3%, ATXN2 expr inh 8%, Nrf2 activator -0.1% and Nrf2 block 22%.
`COCCn1c(N2CCN(c3ccccc3)CC2)nc2c1c(=O)n(C)c(=O)n2C` gave TGFb SMAD3 inh 1%, HepG2 viability -2%, ATXN viability inactive, A549 tox -11%, IL2 activator 0.6, EPAC2 agonist -4%, ATXN2 expr inh -21%, Nrf2 activator -0.6% and Nrf2 block -16%.

Sorted by number of heavy atoms (descending): three of the compounds above
CC(=O)Nc1ccc(S(=O)(=O)N2CCN(C(=O)c3ccco3)CC2)cc1 was read as TGFb SMAD3 inh -2%, HepG2 viability -3%, ATXN viability inactive, A549 tox -2%, IL2 activator -1.6, EPAC2 agonist 2%, ATXN2 expr inh 30%, Nrf2 activator 0.1% and Nrf2 block 1%.
CN(C)S(=O)(=O)c1cc(NC(=O)CN2CCNC(=O)C2)ccc1Cl was read as TGFb SMAD3 inh -10%, HepG2 viability -14%, ATXN viability inactive, A549 tox 12%, IL2 activator -0.1, EPAC2 agonist -4%, ATXN2 expr inh -18%, Nrf2 activator 0.1% and Nrf2 block -2%.
Screening O=C(CSC1=NCCS1)NCc1ccco1 returned TGFb SMAD3 inh 9%, HepG2 viability 0%, ATXN viability inactive, A549 tox -1%, IL2 activator -1.3, EPAC2 agonist 1%, ATXN2 expr inh 1%, Nrf2 activator 4.0% and Nrf2 block -3%.

(further entries)
Screening CCN(CC)c1nc(NN)nc(Nc2ccc(C)c(Cl)c2)n1 returned TGFb SMAD3 inh -31%, HepG2 viability -1%, ATXN viability inactive, A549 tox -16%, IL2 activator -0.9, EPAC2 agonist -4%, ATXN2 expr inh -11%, Nrf2 activator -0.6% and Nrf2 block -18%.
Screening COc1ccc(NC(=O)CCS(=O)(=O)c2ccc3c(c2)oc(=O)n3C)cc1OC returned TGFb SMAD3 inh 8%&-7%, HepG2 viability 4%&-5%, ATXN viability inactive, A549 tox 0%&8%, IL2 activator -0.9, EPAC2 agonist 3%, ATXN2 expr inh 14%&-5%, Nrf2 activator -0.6%&-0.2% and Nrf2 block 3%.
For CCCCN(CCCC)C(=O)c1c[nH]c2ccc(S(=O)(=O)Nc3cccc(Cl)c3C)cc2c1=O the results were TGFb SMAD3 inh inconclusive, HepG2 viability -24%, A549 tox -3% and Nrf2 activator -0.8%.
CCS(=O)(=O)c1ccc(O)c(NC(=O)/C=C/c2ccccc2)c1 was read as TGFb SMAD3 inh 9%, HepG2 viability -5%, ATXN viability inactive, A549 tox 0%, IL2 activator 0.1, EPAC2 agonist 3%, ATXN2 expr inh 35%, Nrf2 activator 5.5% and Nrf2 block 11%.
`Cc1ccc2c(c1)N(CC(=O)Nc1ccc3c(c1)OCCO3)C(=O)CO2` gave TGFb SMAD3 inh -6%, HepG2 viability 5%, ATXN viability inactive, A549 tox -11%[1.84 µM], IL2 activator -3.5, EPAC2 agonist 3%, ATXN2 expr inh -19%, Nrf2 activator 0.0% and Nrf2 block 4%.
COc1ccc2c(c1)-c1nc(NC(=O)c3cccs3)sc1CC2 was read as TGFb SMAD3 inh inconclusive, HepG2 viability 19%, ATXN viability inactive, A549 tox -4%, IL2 activator 0.3, EPAC2 agonist 7%[15.6 µM], ATXN2 expr inh 26%, Nrf2 activator 13% and Nrf2 block -12%.
`O=C(COC(=O)c1cc(S(=O)(=O)N2CCOCC2)ccc1Cl)NCc1ccco1` gave TGFb SMAD3 inh 5%, HepG2 viability 3%, ATXN viability inactive, A549 tox -12%, IL2 activator -2.2, EPAC2 agonist 6%, ATXN2 expr inh 7%, Nrf2 activator 1.7% and Nrf2 block 5%.
